CBFb RUNX1 block: blocks binding between human CBF-beta and RUNX1; 230,000 tested, under 10 active; AlphaScreen CBFb-His/RUNX1-biotin binding, biochemical; Q01196+Q13951; Potency, µM (doses to about 59.8 µM), without a hit: at the highest dose activity, negative = inhibition, usual class: inhibitors; note: % of control where 0% means no effect
Target sequence (Q01196 whole entry, looked up): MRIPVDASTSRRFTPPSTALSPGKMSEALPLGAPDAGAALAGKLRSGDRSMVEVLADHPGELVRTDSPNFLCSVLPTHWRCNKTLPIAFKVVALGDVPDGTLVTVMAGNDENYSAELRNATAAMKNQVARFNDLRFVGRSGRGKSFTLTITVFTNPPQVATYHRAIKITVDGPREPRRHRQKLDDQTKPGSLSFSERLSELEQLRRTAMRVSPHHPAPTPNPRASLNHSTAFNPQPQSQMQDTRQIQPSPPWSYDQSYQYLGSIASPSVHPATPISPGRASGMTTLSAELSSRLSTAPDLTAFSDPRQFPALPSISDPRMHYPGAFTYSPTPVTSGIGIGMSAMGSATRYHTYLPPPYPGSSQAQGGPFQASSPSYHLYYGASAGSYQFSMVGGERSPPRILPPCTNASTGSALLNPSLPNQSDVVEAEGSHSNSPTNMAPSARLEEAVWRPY
Target sequence (Q13951 whole entry, looked up): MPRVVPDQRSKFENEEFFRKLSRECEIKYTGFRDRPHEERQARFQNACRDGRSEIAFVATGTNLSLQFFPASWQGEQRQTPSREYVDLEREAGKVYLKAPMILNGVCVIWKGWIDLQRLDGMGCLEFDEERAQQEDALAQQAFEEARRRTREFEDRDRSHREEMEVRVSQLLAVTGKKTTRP
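Bead-based AlphaScreen assay; binding partners His-tagged CBF-beta and biotinylated RUNX1 at 30 nM each. Compound exposure 15 min after a 20-min protein preincubation; bead step 90 min; all steps at room temperature.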
KinaseGlo FLuc: blocks Kinase-Glo luciferase, a counter-screen artifact; Kinase-Glo luciferase, ATP luminescence, 8 min; AID 1379; Potency, µM (titrated, usually from 38.3 µM), for the others: at the highest dose activity change, negative = inhibition, usual class: inhibitors; 200,000 compounds, 0.28% hits; note: potency is the fitted concentration of half-maximal effect; % is set by controls: 0 for no effect and ±100 for the full control effect; nearly all actives have a fitted effect of over 60% in size
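Recombinant Kinase-Glo luciferase, 10 uM ATP (linear range), luciferin; imidazole pH 7.2 / KCl / MgCl2 / Tween / BSA buffer; 8 min RT; luminescence.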
HTT aggregate: mutant huntingtin aggregation inhibition; AID 1688; PC12 HttQ103-GFP aggregates, Acumen cytometry, 40 h; Potency, µM (titrated, usually from 46.1 µM), without a hit: at the top dose activity change, negative = inhibition, actives largely listed as inhibitors; 220,000 compounds, 1.1% hits; note: potency is the fitted concentration of half-maximal effect; % is set by controls: 0 for no effect and ±100 for the full control effect; nearly all actives have a fitted effect of over 60% in size
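Aggregate formation scored by laser-scanning cytometer (488 excitation, 500–530 emission) in lysed PC12 cells expressing Q103-GFP after 100 nM tebufenozide induction; library tested in dose series, with ATPLite reagent added in the multiplex.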
Epigenetic reg: epigenetic control regulation, reporter derepression. murine LDR cells, GFP reporter derepression, 30 h. Potency, µM (doses to about 53.9 µM), for inactives: top-dose GFP activation, actives largely listed as activators. 280,000 compounds, 0.2% hits; note: potency is the fitted concentration of half-maximal effect; % of control where 0% means no effect; nearly all actives have a fitted effect of over 60% in size
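GFP-positive cell count by laser-scanning cytometry (objects 20–120 um) after 30 h, 37 C compound exposure of murine LDR cells; reporter is CMV-GFP integrated at a silenced locus, inducible by HDAC or DNMT inhibitors.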
IMPase Li inh: cell-permeable IMPase inhibitors with lithium potentiation. Potency, µM (titrated, usually from 59.4 µM), inactives show at the highest dose activity, negative = IMPase inhibition, usual class: inhibitors. AID 1457. 210,000 compounds, 0.35% hits. CHO-M1 cells, IP1 TR-FRET (IP-One), carbachol + lithium;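 note: IP1 builds up when IMPase is blocked and the TR-FRET signal falls; potency is the fitted concentration of half-maximal effect; plate controls were basal vehicle for no effect and high inhibitor control for full effect; nearly all actives have a fitted effect of over 50% in size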
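Concentration–response in CHO-M1 cells, lithium-potentiated; 30 min at 37C. IP1 detected by competitive TR-FRET after 10 min lysis at RT. Hill-fitted AC50.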
NPSR antag: neuropeptide S receptor (human) antagonism, cAMP. Q6W5P4. CHO-NPSR cells, cAMP TR-FRET, antagonist mode. Potency, µM (highest dose often 38.3 µM), without a hit: top-dose activity change, negative = inhibition, usual class: inhibitors. 220,000 compounds, 1% hits. AID 1461; note: potency is the fitted concentration of half-maximal effect; % is set by controls: 0 for no effect and ±100 for the full control effect; nearly all actives have a fitted effect of over 50% in size; many of its hits are not listed in these tables
Target sequence (Q6W5P4 whole entry, looked up): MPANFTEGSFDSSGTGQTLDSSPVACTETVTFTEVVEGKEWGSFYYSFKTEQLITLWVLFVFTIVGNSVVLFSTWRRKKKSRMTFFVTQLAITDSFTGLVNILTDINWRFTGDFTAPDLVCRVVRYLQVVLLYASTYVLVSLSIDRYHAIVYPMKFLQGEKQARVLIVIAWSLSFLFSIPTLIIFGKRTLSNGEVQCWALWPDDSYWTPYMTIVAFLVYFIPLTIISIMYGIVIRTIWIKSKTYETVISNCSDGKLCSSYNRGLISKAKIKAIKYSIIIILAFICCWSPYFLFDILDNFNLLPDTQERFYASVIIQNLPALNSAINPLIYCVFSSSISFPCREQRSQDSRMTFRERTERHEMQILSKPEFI
L3MBTL1 inh: blocks human L3MBTL1; AlphaScreen L3MBTL1–H3K9me1 peptide binding; Potency, µM (top dose mostly 57.1 µM), for the others: top-dose activity, negative = inhibition, actives largely listed as inhibitors; 230,000 compounds, 0.66% hits; AID 485360; note: potency is the fitted concentration of half-maximal effect; % is set by controls: 0 for no effect and ±100 for the full control effect; nearly all actives have a fitted effect of over 60% in size
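AlphaScreen proximity signal between nickel-chelate acceptor and streptavidin donor beads (final 10 ug/mL) reports binding of 50 nM L3MBTL1 to 75 nM biotin-H3 K9me1 peptide; complex incubated with compounds 30 min at room temperature; cefsulodin titration as control.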
Numbers without * were called inactive; u = inconclusive; x = no result given; & = joins results of further samples; [ ] = remark or other dose. Calls come from the whole dose curve; as a rule, active = well fitted curve in the direction sought with a large enough effect; inconclusive = small, poorly fitted or top-dose-only effect, or another doubt; inactive = no such curve, though single readings can be large; an effect the other way counts as inactive or inconclusive.

1	CC(=O)Nc1nnc(-c2c(-c3c(Cl)cccc3Cl)noc2C)o1
2	Cc1ccc(S(C)(=O)=NC(=O)c2cc(C)on2)cc1 (configuration not stated)
3	CCOC(=O)C1CCCN(c2cc(=O)n(-c3ccccc3Cl)c(=O)[nH]2)C1 (configuration not stated)
4	CCCC(C)c1nnc(NC(=O)C(=O)OCC)s1 (configuration not stated)
5	O=C(CSc1ccc(Cl)cc1Cl)N1CCC(c2nc3ccccc3s2)CC1
6	O=C(NCc1ccccc1C(F)(F)F)C1CC(c2ccccc2C(F)(F)F)=NO1 (configuration not stated)
7	CCCc1nnc(NC(=O)CCC(=O)N2CCN(C3c4ccccc4-c4ccccc43)CC2)s1
8	Cc1ccc(OCc2nc(C#N)c(N3CCCC3)o2)cc1

assay / entry	1	2	3	4	5	6	7	8
CBFb RUNX1 block	-6%	4%	11%	2%	8%	u	2%	2%
KinaseGlo FLuc	x	x	0%	5%	-3%	x	0%	-4%
HTT aggregate	9%[9.22 µM]	9%[9.22 µM]	-21%	15%	u	-11%[9.22 µM]	-2%	-7%
Epigenetic reg	-2.1%	1.1%	0.0%	0.0%	9.5%	3.4%	0.0%	0.2%
IMPase Li inh	x	x	13%[38.3 µM]	7%	22%[38.3 µM]	x	9%	-2%
NPSR antag	7%	3%	-3%[46.1 µM]	16%	-27%[46.1 µM]	-37%	-7%[46.1 µM]	5%[46.1 µM]
L3MBTL1 inh	-11%	-2%	-6%	-8%[11.4 µM]	2%	x	4%	5%

Next part, starting with the last two of the part before.
7	CCCc1nnc(NC(=O)CCC(=O)N2CCN(C3c4ccccc4-c4ccccc43)CC2)s1
8	Cc1ccc(OCc2nc(C#N)c(N3CCCC3)o2)cc1
9	Cc1c(Cl)cccc1NC(=O)c1ncn[nH]1
10	COc1ccc(C(=O)NC(=O)COC(=O)C2COc3ccccc3O2)cc1 (configuration not stated)
11	O=C(NCCOc1ccccc1)O[C@@H]1C(=O)c2cc(Br)ccc2O[C@H]1c1ccc2c(c1)OCO2
12	COC(=O)C1=C(NC(=O)c2ccccc2[N+](=O)[O-])CCS1
13	CC(C)c1onc(C(=O)N2C(C)CCCC2C)c1[N+](=O)[O-] (configuration not stated)
14	CC(C(=O)NCc1ccco1)n1cc([N+](=O)[O-])cn1 (configuration not stated)
15	Cc1ccc(N=C2NC(=O)/C(=C\c3ccco3)S2)cc1
16	CCOC(=O)c1ccc(-n2c(C)nc3c(cnn3-c3ccc(Cl)cc3)c2=O)cc1

assay / entry	7	8	9	10	11	12	13	14	15	16
CBFb RUNX1 block	2%	2%	-10%	4%	-9%	-18%	8%	8%	u	3%
KinaseGlo FLuc	0%	-4%	x	-1%	1%	2%	4%	-2%	-3%	-1%
HTT aggregate	-2%	-7%	-27%[9.22 µM]	u	x	-11%	7%	6%	15%	-4%
Epigenetic reg	0.0%	0.2%	-0.3%	3.7%	-0.3%	-0.1%	-2.5%	1.1%	1.1%	-1.7%&0.0%
IMPase Li inh	9%	-2%	x	20%[38.3 µM]	-1%	-7%	-2%	-6%	11%	32%[activator][38.3 µM]
NPSR antag	-7%[46.1 µM]	5%[46.1 µM]	4%	-5%[46.1 µM]	x	2%	22%	19%	-18%	-18%[46.1 µM]
L3MBTL1 inh	4%	5%	x	x	x	-17%	3%	x	20µM*	x

17	CCC(=O)Nc1ccc(C(=O)NNC(=O)C(c2ccccc2)c2ccccc2)cc1
18	COc1ccc([N+](=O)[O-])cc1NC(=O)C(C)N1CCN(C(=O)c2ccco2)CC1 (configuration not stated)
19	CSC1=NCCN1C(=O)c1ccc(C)cc1
20	Nc1nc(N2CCOCC2)nc2ccccc12
21	CCOCCCn1c(=S)[nH]c2cc3c(cc2c1=O)OCO3
22	CC(Sc1ncc(C#N)c(N)n1)C(=O)Nc1ccccc1 (configuration not stated)
23	O=C(/C=C/c1ccccc1)N/C(=C/c1ccccc1)C(=O)N1CCCCC1
24	O=C(CSc1nc2ccccc2c(=O)n1CC1CCCO1)NCc1ccc2c(c1)OCO2 (configuration not stated)

assay / entry	17	18	19	20	21	22	23	24
CBFb RUNX1 block	-5%	9%	2%	4%	11%	8%	2%	0%
KinaseGlo FLuc	-1%	3%	1%	0%	-2%	1%	x	-2%
HTT aggregate	6%	12%	12%	-2%	-15%	-21%	-9%	8%
Epigenetic reg	-0.1%	0.0%	1.1%	-1.0%	-4.8%	0.0%	-2.0%	-2.1%
IMPase Li inh	3%	-1%	-1%	-3%[38.3 µM]	-19%[38.3 µM]	1%	x	8%
NPSR antag	27%	-16%	24%	7%[46.1 µM]	-3%[46.1 µM]	-12%[46.1 µM]	-15%[46.1 µM]	-14%
L3MBTL1 inh	-10%	-15%	2%	x	6%	2%	2%	x

25	Cc1ccccc1-n1nnnc1-c1ccccc1
26	O=C1c2ccccc2C(=O)c2c1ccc(C(=O)N1CCCCC1)c2NCCO
27	CN(c1ccccc1)S(=O)(=O)c1cccc(NC(=O)CSc2n[nH]c(N)n2)c1
28	CCOC(=O)C1=C(c2ccccc2)NC(=O)NC1c1ccc(OCC#N)c(OC)c1 (configuration not stated)
29	CCOc1ccc(Nc2nc3ccccc3n3nnnc23)cc1
30	O=C(COC(=O)c1ccccc1C(=O)N1CCN(c2ccccc2)CC1)Nc1ccc(F)cc1
31	Cc1ccc(C(=O)N2CCCC(CCC(=O)N3CCN(c4ccccn4)CC3)C2)s1 (configuration not stated)
32	COc1ccc2[nH]c(=O)c(CN(CCO)C(=O)c3ccccc3F)cc2c1

assay / entry	25	26	27	28	29	30	31	32
CBFb RUNX1 block	4%	0%	1%	-4%	0%	-6%	2%	9%
KinaseGlo FLuc	0%	-14%	x	-1%	0%	-3%	2%	2%
HTT aggregate	-20%	1%	-8%[9.22 µM]	10%	-17%	11%	11%[9.22 µM]	-8%
Epigenetic reg	-7.4%	-1.4%	0.0%	-1.1%	u	-3.5%	0.1%	7.9%
IMPase Li inh	1%[38.3 µM]	5%[38.3 µM]	x	5%[38.3 µM]	14%[38.3 µM]	12%[38.3 µM]	10%	23%[38.3 µM]
NPSR antag	-1%[46.1 µM]	-22%[46.1 µM]	8%	-10%[46.1 µM]	-15%[46.1 µM]	-27%[46.1 µM]	2%	-9%[46.1 µM]
L3MBTL1 inh	0%	-5%	3%	-10%	27%	x	4%	3%

33	COc1cc(C=O)ccc1Oc1cnccn1
34	Cc1ccc(C(=O)NC(NC(=O)c2ccc(C)cc2)C(Cl)Cl)cc1
35	C=COCCNC(=O)Nc1ccc(Cl)c(Cl)c1
36	CCn1nnc(NC(=O)c2ccc([N+](=O)[O-])o2)n1
37	Cc1ccc(C(=O)C[n+]2cc(-c3ccccc3)n3c2CCCCC3)cc1
38	CC1(C)C2CC=C(/C=N/NC(=O)c3ccccc3O)C1C2 (configuration not stated)
39	Cc1ccc(CSCC(=O)N/N=C/c2ccc(OCC(=O)Nc3ccc(C)cc3)cc2)cc1
40	CCOC(=O)c1c(C)n(CC(O)CN(CC)CC)c2cc(Br)c(OC)cc12 (configuration not stated)

assay / entry	33	34	35	36	37	38	39	40
CBFb RUNX1 block	2%	6%	3%	-3%	11%&13%	-5%	1%	8%
KinaseGlo FLuc	-1%	2%	3%	1%	14%&-5%	2%	5%	1%
HTT aggregate	1%[9.22 µM]	32%	1%	-22%	u	2%	7%	3%
Epigenetic reg	-0.7%[10.1 µM]	9.5%	-1.0%	-1.5%	2.2%&0.0%	-0.9%	-7.7%	2.4%
IMPase Li inh	-3%	1%[38.3 µM]	16%	1%	8%	8%	30%[activator][38.3 µM]	5%
NPSR antag	9%	-4%[46.1 µM]	-3%[46.1 µM]	-1%	2%	-32%	1%[46.1 µM]	2%
L3MBTL1 inh	2%	7%	18%	-1%	3%&4%	4%	x	5%

41	O=C(CCSc1ccccc1)Nc1ccc(S(=O)(=O)N2CCOCC2)cc1
42	COCCn1c(SCC(=O)Nc2cccc(C(=O)OC)c2)nc2ccccc2c1=O
43	Cc1cc(C)cc(Nc2nc3ccccc3c(=O)[nH]2)c1
44	Cc1nc(Cl)c(C(=O)NC(=O)NCc2ccccc2)c(C)c1Cl
45	COC(=O)c1cccc(C23CC4(C2)[C@H](CN(Cc2ccc(-c5ccccc5)cc2)[C@@H]4c2ccccc2)C3c2ccccc2)c1 (some centres not stated)
46	O=C(CP(=O)(c1ccccc1)c1ccccc1)Nn1cnnc1
47	O=C(c1cccc(F)c1)N1CCN(S(=O)(=O)c2ccc(C(F)(F)F)cc2)CC1
48	Cc1ccc(-n2c(SCC(=O)O)nc3sc4c(c3c2=O)CCCC4)cc1
49	CCOc1ccc(CNC2CCCc3ccccc32)cc1 (configuration not stated)
50	COC(=O)/C=c1/s/c(=C(\C#N)C(=O)NCc2ccco2)n(-c2ccccc2)c1=O
51	O=C(COC(=O)c1n[nH]c2ccccc12)NC(=O)NCc1ccco1

assay / entry	41	42	43	44	45	46	47	48	49	50	51
CBFb RUNX1 block	6%	5%	-2%	4%	14%&28%	-3%	6%	11%	3%	0%	7%
KinaseGlo FLuc	2%	-2%	1%	1%	0%	-3%	12%	-4%	-1%	x	0%
HTT aggregate	-10%[9.22 µM]	-6%	-4%	6%	17%[9.22 µM]	8%	4%	12%[9.22 µM]	-8%	8%	20%
Epigenetic reg	-4.5%	2.9%	2.4%	-1.0%	-1.1%&-3.2%	-0.5%	-0.4%	0.9%&-1.6%	-2.5%	7.0%	-0.1%
IMPase Li inh	-9%[38.3 µM]	7%[38.3 µM]	-8%	4%	2%	3%[38.3 µM]	-6%[38.3 µM]	-2%	26%	x	-12%[38.3 µM]
NPSR antag	-20%[46.1 µM]	u	23%	7%	9%	-4%[46.1 µM]	-7%[46.1 µM]	-35%	-4%	5%[46.1 µM]	-17%[46.1 µM]
L3MBTL1 inh	x	2%	x	1%	x	10%	2%	-1%	14%	-8%	-21%

Some of the compounds tested (hit frequency here may not be typical).
